High-throughput results as filed in PubChem.
Lipid droplet: inhibitors of hepatocyte lipid droplet formation, primary screen, imaging, high-throughput imaging, BODIPY stain; AML12 mouse hepatocytes, oleate lipid droplets; inhibition, % at 6.5 µM; AID 1656, 2009; 240,000 tested, 0.4% active;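 active = lipid droplet intensity inhibited by at least 50%, with more than 500 cells counted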
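Assay system: AML12 mouse liver cells | Compound dosing: One dose, 6.5 µM compound | Read-out basis: Droplet intensity reduction, % inhibition | Measured by: Fluorescence imaging, 20x objective, two fields per well | Schedule: Overnight treatment with compound plus oleate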
bCat nuc transl: modulators of beta-catenin nuclear translocation, primary screen, imaging, HeLa cells, immunofluorescence, high-content | nuclear translocation activity, % at 5 µM | 190,000 tested, 0.3% active;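 active = nuclear translocation activity above 50% at 5 µM, with a well cell count of 50 or more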;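 also: per-cell ratio of nuclear to cytoplasmic median beta-catenin stain intensity; plate controls were DMSO negative control for no effect and GSK-3 inhibitor IX positive control for full effect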
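Assay system: human HeLa cells, native beta-catenin; doses: 5 µM primary, 0.02–20 µM confirmation; incubation: compound treatment 24 h, 37°C, 5% CO2; technique: fluorescence imaging of beta-catenin antibody stain plus DAPI; measure: % activation, nuclear-to-cytoplasmic median beta-catenin signal ratio per cell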
T cell modulator: modulators of CD8 T cell-vesicle binding, primary screen, mouse 2C CD8+ T cells, flow cytometry | 2C CD8+ T cell-vesicle binding; hits give low values | calls only at 7 µM | 330,000 tested, 0.068% active | AID 2052, 2009;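 active = response, share of CD8 T cells binding vesicles, and their 90th percentile fluorescence all below set limits, cut at about 80% in these data, passing the limit was not always enough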
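Material: 2C TCR transgenic mouse naive CD8+ T cells, MACS-purified. Also added: QL9-charged Drosophila Ld/ICAM-1/B7-1 vesicles. Timing: binding 1.5 h at 37 °C. Measured by: high-throughput flow cytometry with anti-B7-1 and anti-CD8 staining. Read-out: percent CD8+ FL2 mean versus row control. Controls: Unloaded micro-vesicles (low), QL9 vesicles with 0.7% DMSO (high).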
Myeloid diff 2: induction of myeloid progenitor differentiation, primary screen, cell-based, flow cytometry, MLPCN library; 360,000 tested, 1% active; calls only at 10 µM; ER-HoxA9 myeloid progenitors, lysozyme-GFP differentiation;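 active = normalized GFP-positive differentiation at or above the plate's own cutoff, the solvent-only control mean plus 3 SD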;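 also: cells exposed to compound for four days before flow analysis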
Autophagy HCS: autophagy modulators in MEF cells, primary screen, imaging, high-content, MEF GFP-LC3 | MEF GFP-LC3 puncta imaging; test concentration mostly 10 µM | calls only at 10 µM (by protocol) | 190,000 tested, 0.98% active | AID 463193, 2010;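 active = percentage of spot-positive cells more than 3 SD above its plate mean, without a fluorescence outlier flag or 80% toxicity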;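 also: spot-positive cell cutoff set from DMSO-treated cells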
WT yeast gro inh: growth inhibition of WT strain, primary screen, mitochondrial fusion inhibitor project, WT and mutant strains, chemical genetic | AID 1362, 2008 | mitochondrial fusion phenotypic screen | 190,000 tested, 2.1% active | inhibition, % at 10 µM; in the data active = inhibition above about 58%; tested in S. cerevisiae
MT stabilizer: microtubule stabilizers in HeLa cells, primary screen, imaging, high-content imaging; HeLa tubulin immunostaining HCS, 24 h; share of cells brighter than vehicle mean+2SD; % tubulin-high responders, % at 10 µM; 200,000 tested, 0.83% active; AID 2205, 2009;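 active = plate Z-score above 3 for both tubulin-high and condensed-nucleus cell shares, with cell loss under 80%, at 10 µM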;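 also: anti alpha tubulin signal scored within the nucleus-defined area of each cell; some results filed as inactive read as strong as hits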
West Nile virus CPE: West Nile virus antiviral activity, cell-based, CPE readout (AID 1621); West Nile virus-infected cells, CPE inhibition; higher % means a stronger effect; CPE inhibition, % at 10 µM, or IC50 in µM where a hit was titrated; 290,000 tested, 0.02% active; in the data active = a potency from the dose series; also: strong numbers were not always called active
Insulin prom up: insulin promoter activators in MIN6 cells, imaging, high-content screening, mouse beta cells; MIN6 insulin promoter-GFP reporter; hits give high values; z-score at 5 µM; 190,000 tested, 0.3% active;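 active = z-score above 3 at 5 µM with at least 500 cells counted in the well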
WT yeast gro inh mutant strain: also measured in WT yeast gro inh; calls as there; inhibition, %; mitochondrial fusion phenotypic screen, mutant strain inhibition
Insulin prom up cell count: also measured in Insulin prom up; calls as there; cell count; measured here: cytotoxicity, nuclei count;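 total cells summed across four imaged fields per well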
Lipid droplet cells 6.5 µM: recorded beside Lipid droplet, whose call it bears; cell count; measured here: cell count, cytotoxicity flag;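 cells counted across two imaged fields per well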
bCat nuc transl cell count 5 µM: also measured in bCat nuc transl; calls as there; cell count; measured here: cell count, cytotoxicity flag
T cell modulator vesicle-bound %: recorded beside T cell modulator, whose call it bears; double positive events, %; measured here: CD8+ vesicle-bound cell fraction;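 binding gate set so that unloaded-vesicle control wells show 10% double positive cells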
MT stabilizer Hoechst-high %: also measured in MT stabilizer; calls as there; % Hoechst-high responders; measured here: nuclear condensation Hoechst responders;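 share of cells brighter than vehicle mean plus two SD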
MT stabilizer cytotoxicity %: second read-out of MT stabilizer, no call of its own (marks repeat the call); toxicity, %; measured here: cytotoxicity by cell density;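 0% = mean cell density of plate MIN control wells and 100% = no cells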
Autophagy HCS cell loss 18 h: also measured in Autophagy HCS; calls as there; toxicity, %; measured here: cell loss, nuclei count;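 cell loss after 18 h compound exposure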
Myeloid diff 2 GFP+ MAC1+ %: also measured in Myeloid diff 2; calls as there; GFP+ MAC1+ double positive, %; measured here: differentiation confirmed by MAC1 staining
* marks the source's active call; other numbers are inactive results.

Screening COc1cccc(NC(=O)Nc2ccccc2Br)c1 returned Lipid droplet -1, bCat nuc transl -0.3, T cell modulator inactive, Myeloid diff 2 inactive, Autophagy HCS inactive, WT yeast gro inh 2, MT stabilizer 3.6, West Nile virus CPE -0.6%, Insulin prom up 0.13, WT yeast gro inh mutant strain 10, Insulin prom up cell count 1422, Lipid droplet cells 6.5 µM 714, bCat nuc transl cell count 5 µM 1003, T cell modulator vesicle-bound % 60, MT stabilizer Hoechst-high % 2.2, MT stabilizer cytotoxicity % 4.7, Autophagy HCS cell loss 18 h -19 and Myeloid diff 2 GFP+ MAC1+ % 0.4.
`COc1cccc(NC(=O)CN(C)CC(=O)Nc2cccc(C(F)(F)F)c2)c1` gave Lipid droplet -16, T cell modulator inactive, Myeloid diff 2 inactive, West Nile virus CPE -1.2%, Lipid droplet cells 6.5 µM 792, T cell modulator vesicle-bound % 42 and Myeloid diff 2 GFP+ MAC1+ % 0.6.
`CCCn1c(N)c(N(CCOC)C(=O)c2ccc([N+](=O)[O-])cc2Cl)c(=O)[nH]c1=O` gave Lipid droplet 5, T cell modulator inactive, Myeloid diff 2 inactive, West Nile virus CPE 0.1%, Lipid droplet cells 6.5 µM 859, T cell modulator vesicle-bound % 21 and Myeloid diff 2 GFP+ MAC1+ % 0.4.
`O=C(Cn1nc(-c2ccccc2)c2ccccc2c1=O)Nc1ccc2c(c1)nc1n2CCOC1` gave bCat nuc transl -3.2, T cell modulator inactive, Myeloid diff 2 inactive, Autophagy HCS inactive, WT yeast gro inh -8, MT stabilizer 4.9, West Nile virus CPE 0.9%, Insulin prom up -0.06, WT yeast gro inh mutant strain -8, Insulin prom up cell count 1097, bCat nuc transl cell count 5 µM 990, T cell modulator vesicle-bound % 2, MT stabilizer Hoechst-high % 2.0, MT stabilizer cytotoxicity % 5.3, Autophagy HCS cell loss 18 h -9 and Myeloid diff 2 GFP+ MAC1+ % 0.9.
For CC1=CC(C)(C)N2C(=O)C3(C(C#N)=C(N)OC4=C3C(=O)CC(C)(C)C4)c3cccc1c32 (stereo not drawn) the results were bCat nuc transl -1.6, Autophagy HCS inactive, WT yeast gro inh -2, MT stabilizer 2.2, West Nile virus CPE -0.4%, Insulin prom up 0.22, WT yeast gro inh mutant strain -11, Insulin prom up cell count 938, bCat nuc transl cell count 5 µM 1186, MT stabilizer Hoechst-high % 1.4, MT stabilizer cytotoxicity % 7.7 and Autophagy HCS cell loss 18 h 2.
Screening CC(=NCCN1CCNCC1)C1=C(O)CC(C)(C)CC1=O returned bCat nuc transl 2.5, T cell modulator inactive, Myeloid diff 2 inactive, Autophagy HCS inactive, WT yeast gro inh 10, MT stabilizer 1.4, West Nile virus CPE 0.3%, Insulin prom up -0.04, WT yeast gro inh mutant strain 8, Insulin prom up cell count 1422, bCat nuc transl cell count 5 µM 1389, T cell modulator vesicle-bound % 32, MT stabilizer Hoechst-high % 3.6, MT stabilizer cytotoxicity % 2.4, Autophagy HCS cell loss 18 h -1 and Myeloid diff 2 GFP+ MAC1+ % 1.1.
Screening CC(Sc1nnc(NCc2ccccc2)s1)C(=O)Nc1ccc2c(c1)C(=O)c1ccccc1C2=O (stereo not drawn) returned Lipid droplet -3, bCat nuc transl 0.0, T cell modulator inactive, Myeloid diff 2 inactive, Autophagy HCS inactive, WT yeast gro inh 21, MT stabilizer 2.4, West Nile virus CPE 2.6%, Insulin prom up -0.91, WT yeast gro inh mutant strain -10, Insulin prom up cell count 1188, Lipid droplet cells 6.5 µM 580, bCat nuc transl cell count 5 µM 485, T cell modulator vesicle-bound % 47, MT stabilizer Hoechst-high % 5.4, MT stabilizer cytotoxicity % 15, Autophagy HCS cell loss 18 h 2 and Myeloid diff 2 GFP+ MAC1+ % 0.7.
`N#Cc1ccc(N2Cc3ccccc3/C2=N/C(=O)Nc2ccc(Cl)cc2)cc1` gave Lipid droplet -4, bCat nuc transl 4.0, T cell modulator inactive, Myeloid diff 2 inactive, Autophagy HCS inactive, WT yeast gro inh 23, MT stabilizer 6.8, West Nile virus CPE -1.3%, Insulin prom up -0.55, WT yeast gro inh mutant strain 12, Insulin prom up cell count 1085, Lipid droplet cells 6.5 µM 616, bCat nuc transl cell count 5 µM 949, T cell modulator vesicle-bound % 51, MT stabilizer Hoechst-high % 10, MT stabilizer cytotoxicity % 21, Autophagy HCS cell loss 18 h -15 and Myeloid diff 2 GFP+ MAC1+ % 0.1.
For CCn1c(OC)nc2c1c(=O)n(C)c(=O)n2C the results were Lipid droplet -6, bCat nuc transl -1.5, T cell modulator inactive, Myeloid diff 2 inactive, Autophagy HCS inactive, WT yeast gro inh -13, MT stabilizer 6.6, West Nile virus CPE 0.1%, Insulin prom up -0.18, WT yeast gro inh mutant strain -12, Insulin prom up cell count 1401, Lipid droplet cells 6.5 µM 631, bCat nuc transl cell count 5 µM 1045, T cell modulator vesicle-bound % 37, MT stabilizer Hoechst-high % 2.4, MT stabilizer cytotoxicity % 6.0, Autophagy HCS cell loss 18 h -6 and Myeloid diff 2 GFP+ MAC1+ % 0.9.
Screening CC(=O)Nc1ccc(S(=O)(=O)NCCc2csc(-c3cccnc3)n2)cc1 returned Lipid droplet -2, T cell modulator inactive, Myeloid diff 2 inactive, West Nile virus CPE -0.3%, Lipid droplet cells 6.5 µM 664, T cell modulator vesicle-bound % 73 and Myeloid diff 2 GFP+ MAC1+ % 0.3.
For CCn1ccnc1CN1CCc2c([nH]c3ccccc23)C1C1CCCCC1 (stereo not drawn) the results were Lipid droplet -21, bCat nuc transl -0.5, T cell modulator inactive, Myeloid diff 2 inactive, Autophagy HCS inactive, WT yeast gro inh 65*, MT stabilizer 2.2, West Nile virus CPE -0.5%, Insulin prom up -0.17, WT yeast gro inh mutant strain 13*, Insulin prom up cell count 1183, Lipid droplet cells 6.5 µM 629, bCat nuc transl cell count 5 µM 1562, T cell modulator vesicle-bound % 67, MT stabilizer Hoechst-high % 2.4, MT stabilizer cytotoxicity % 8.8, Autophagy HCS cell loss 18 h -13 and Myeloid diff 2 GFP+ MAC1+ % 0.2.
For O=C(NCCc1ccccc1)C(=O)c1c(-c2ccccc2)[nH]c2ccccc12 the results were Lipid droplet 1, bCat nuc transl 0.6, T cell modulator inactive, Myeloid diff 2 inactive, Autophagy HCS inactive, WT yeast gro inh -4, MT stabilizer 1.3, West Nile virus CPE 0.6%, Insulin prom up 0.03, WT yeast gro inh mutant strain -6, Insulin prom up cell count 1200, Lipid droplet cells 6.5 µM 742, bCat nuc transl cell count 5 µM 544, T cell modulator vesicle-bound % 28, MT stabilizer Hoechst-high % 2.0, MT stabilizer cytotoxicity % 1.4, Autophagy HCS cell loss 18 h 1 and Myeloid diff 2 GFP+ MAC1+ % 3.3.
For N#CCCN(C(=O)Cn1nc(C(=O)O)c2ccccc2c1=O)c1ccccc1 the results were Lipid droplet -2, T cell modulator inactive, Myeloid diff 2 inactive, West Nile virus CPE -0.2%, Lipid droplet cells 6.5 µM 786, T cell modulator vesicle-bound % 55 and Myeloid diff 2 GFP+ MAC1+ % 1.2.
`O=C1c2cccc3cccc(c23)C(=O)N1c1nncs1` gave bCat nuc transl 1.7, T cell modulator inactive, Myeloid diff 2 inactive, Autophagy HCS inactive, WT yeast gro inh -12, MT stabilizer 5.2, West Nile virus CPE -0.1%, Insulin prom up -0.16, WT yeast gro inh mutant strain -7, Insulin prom up cell count 1103, bCat nuc transl cell count 5 µM 1186, T cell modulator vesicle-bound % 9, MT stabilizer Hoechst-high % 2.5, MT stabilizer cytotoxicity % 6.3, Autophagy HCS cell loss 18 h -10 and Myeloid diff 2 GFP+ MAC1+ % 1.1.
Cc1cccc(N(C)S(=O)(=O)c2c(C)[nH]c(C)c2C(=O)N2CCCC2)c1 was read as Lipid droplet -7, T cell modulator inactive, Myeloid diff 2 inactive, West Nile virus CPE -0.1%, Lipid droplet cells 6.5 µM 774, T cell modulator vesicle-bound % 18 and Myeloid diff 2 GFP+ MAC1+ % 1.0.
Screening CC(CC(=O)N1CCN(S(=O)(=O)c2ccccc2)CC1)n1cncn1 (stereo not drawn) returned Lipid droplet -8, T cell modulator inactive, Myeloid diff 2 inactive, West Nile virus CPE 0.6%, Lipid droplet cells 6.5 µM 753, T cell modulator vesicle-bound % 23 and Myeloid diff 2 GFP+ MAC1+ % 0.7.

Ordered by formula weight (smallest number first): some entries from above
Cc1cccc(N(C)S(=O)(=O)c2c(C)[nH]c(C)c2C(=O)N2CCCC2)c1 was read as Lipid droplet -7, T cell modulator inactive, Myeloid diff 2 inactive, West Nile virus CPE -0.1%, Lipid droplet cells 6.5 µM 774, T cell modulator vesicle-bound % 18 and Myeloid diff 2 GFP+ MAC1+ % 1.0.
`COc1cccc(NC(=O)CN(C)CC(=O)Nc2cccc(C(F)(F)F)c2)c1` gave Lipid droplet -16, T cell modulator inactive, Myeloid diff 2 inactive, West Nile virus CPE -1.2%, Lipid droplet cells 6.5 µM 792, T cell modulator vesicle-bound % 42 and Myeloid diff 2 GFP+ MAC1+ % 0.6.
`CCCn1c(N)c(N(CCOC)C(=O)c2ccc([N+](=O)[O-])cc2Cl)c(=O)[nH]c1=O` gave Lipid droplet 5, T cell modulator inactive, Myeloid diff 2 inactive, West Nile virus CPE 0.1%, Lipid droplet cells 6.5 µM 859, T cell modulator vesicle-bound % 21 and Myeloid diff 2 GFP+ MAC1+ % 0.4.

Compounds were not picked by outcome. Share with any hit: about 3.9%.
